TAAR1 antagonist: antagonists of human TAAR1; Q96RJ0; CHO RD-HGA16 TAAR1, Fluo-8 calcium fluorescence, antagonist; inhibition, % at 3 µM; 360,000 tested, 1.5% active; AID 624466;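 active = inhibition above a per-plate cutoff, the mean inhibition of test compounds on that plate plus 3 SD, cut at about 49% in these data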;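 also: 0% = DMSO plus EC80 beta-PEA response and 100% = DMSO alone without agonist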
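System: CHO RD-HGA16 cells bearing hTAAR1. Reagent: EC80 β-phenethylamine stimulus. Schedule: seeding 17-24 h prior, 75-min 37 °C, 30-min RT dye loading. Signal: Fluo-8 intracellular calcium dye fluorescence, real-time kinetic reads. Read-out: % inhibition from peak post-agonist over basal fluorescence ratio. Benchmarks: vehicle wells and EC80 agonist wells. Replicates: n of 1.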
OXTR potentiate: human OXTR potentiation | P30559 | CHO-OTR cells, Fluo-8 calcium fluorescence, potentiator mode; 0% = oxytocin EC15, 100% = EC100 | activation, % at 3 µM | 320,000 tested, 0.061% active;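 active = activation above that plate's cutoff, the mean activation of tested compounds plus 3 SD, cut at about 6.6% in these data, passing the limit was not always enough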;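 also: 100% uses oxytocin at 75 nM as the full agonist control; some results filed as inactive read as strong as hits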
Target sequence (P30559 whole entry, looked up): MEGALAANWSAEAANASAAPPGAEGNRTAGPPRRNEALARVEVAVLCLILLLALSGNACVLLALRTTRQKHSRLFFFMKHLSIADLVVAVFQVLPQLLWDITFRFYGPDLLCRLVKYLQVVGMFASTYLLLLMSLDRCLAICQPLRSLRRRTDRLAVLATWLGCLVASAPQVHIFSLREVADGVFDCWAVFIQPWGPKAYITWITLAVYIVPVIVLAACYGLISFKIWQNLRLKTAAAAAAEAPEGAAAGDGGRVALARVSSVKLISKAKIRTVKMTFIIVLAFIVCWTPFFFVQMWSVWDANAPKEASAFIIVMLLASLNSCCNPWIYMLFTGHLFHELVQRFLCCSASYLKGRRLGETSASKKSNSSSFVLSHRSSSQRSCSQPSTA
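Replication – single well per compound, singlicate · Assay system – CHO cell line stably expressing human OTR · Timing – 6 min pre-incubation, 100 s read · Measure – normalized max/min fluorescence ratio, % activation · Doses – 3.0 µM, one dose · Detection – Fluo-8 calcium dye fluorescence · Probe or stimulus – oxytocin near EC15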
TAAR1 agonist: agonists of human TAAR1; Q96RJ0; CHO RD-HGA16 TAAR1, Fluo-8 calcium fluorescence; vehicle wells 0%, saturating PEA agonist 100%; activation, % at 3 µM; 360,000 tested, 0.99% active; AID 624467;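 active = activation above the mean activation of all test compounds in the run plus 3 SD, cut at about 38% in these data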
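Benchmarks: low control DMSO, high control PEA (EC100); System: CHO RD-HGA16 cells carrying human TAAR1 plus Gα16; Detection: Fluo-8 fluorescence, 5 s baseline then 140 s kinetic read; Schedule: 17-24 h plating, Fluo-8 75 min 37 °C, 30 min RT; Read-out basis: % activation from peak over basal fluorescence ratio, DMSO-to-PEA scaled.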
CHO-K1 Ca antag: nonselective inhibitor or artifact in parental CHO-K1 cells; ATP-induced calcium, Fluo-8 fluorescence; inhibition, % at 3 µM; 360,000 tested, 0.6% active; AID 602250;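 active = inhibition above a per-plate cutoff, the plate's mean sample inhibition plus 3 SD, cut at about 24% in these data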;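 also: 0% = DMSO plus EC80 ATP and 100% = DMSO alone without ATP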
V1aR counter: activates human V1a receptor in oxytocin agonist counter-screen; P37288; AID 2797; 320,000 tested, 0.25% active; activation, % at 3 µM; CHO-V1R cells, Fluo-8 calcium fluorescence, agonist mode; 0% DMSO, 100% 3 nM vasopressin;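 active = activation above the mean activation of all tested compounds plus 3 SD, per screening run, cut at about 20% in these data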;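 also: signal is peak over basal fluorescence ratio across a 100 second FLIPR read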
Target sequence (P37288 whole entry, looked up): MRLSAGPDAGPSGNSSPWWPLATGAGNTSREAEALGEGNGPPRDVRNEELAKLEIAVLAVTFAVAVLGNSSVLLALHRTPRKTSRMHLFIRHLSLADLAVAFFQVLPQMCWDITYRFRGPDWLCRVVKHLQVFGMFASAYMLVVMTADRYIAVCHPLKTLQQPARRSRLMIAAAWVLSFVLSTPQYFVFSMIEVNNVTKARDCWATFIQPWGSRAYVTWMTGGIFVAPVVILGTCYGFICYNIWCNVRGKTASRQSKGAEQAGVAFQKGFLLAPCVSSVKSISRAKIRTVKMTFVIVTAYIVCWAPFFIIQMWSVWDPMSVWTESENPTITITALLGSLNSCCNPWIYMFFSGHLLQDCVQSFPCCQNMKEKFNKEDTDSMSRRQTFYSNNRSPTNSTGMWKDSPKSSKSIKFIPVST
CHO parental Ca: counter-screen: ATP calcium response change in parental CHO cells | parental CHO-K1, ATP-induced calcium, Fluo-8 fluorescence | inhibition, % at 5.6 µM | 330,000 tested, 0.63% active;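 active = inhibition above that plate's mean sample inhibition plus 3 SD, cut at about 26% in these data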;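 also: 0% = ATP-challenged DMSO wells and 100% = DMSO wells without ATP; some compounds past the cut are filed as inactive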
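test system = CHO parental line | reagent = ATP stimulus | measured by = intracellular calcium via Fluo-8 no-wash fluorescent dye | control set = ATP and no-ATP DMSO wells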
M1 PAM parental: counter-screen for M1 PAMs: effect in parental CHO-K1 cells; activation, % at 3 µM; ATP EC20, Fluo-8 calcium fluorescence; 0% at ATP EC20, 100% at ATP max; 360,000 tested, 0.02% active; AID 602247;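 active = activation above the run cutoff, the mean activation of all test compounds plus 3 SD, cut at about 40% in these data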;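 also: peak over basal fluorescence ratio in a 140 s read after ATP addition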
M1 ag parental: M1 agonist counterscreen hit in parental CHO-K1 cells; 360,000 tested, 0.48% active; AID 602248; activation, % at 3 µM; Fluo-8 calcium fluorescence; scaled to maximal ATP response, vehicle zero; in the data active = activation above about 15%;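 also: untransfected CHO-K1 host cells lacking M1 receptor as counterscreen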
M1 ag: agonists of human M1 muscarinic receptor; activation, % at 3 µM; CHO-K1 hM1, Fluo-8 calcium fluorescence, agonist mode; 0% DMSO, 100% acetylcholine EC100; P11229; 360,000 tested, 0.33% active;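 active = activation above the run's mean compound activation plus 3 SD, cut at about 16% in these data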;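 also: peak over basal fluorescence ratio within a 140 s kinetic read after compound addition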
* marks the source's active call; other numbers are inactive results; / = no result given.

Below each compound: TAAR1 antagonist	OXTR potentiate	TAAR1 agonist	CHO-K1 Ca antag	V1aR counter	CHO parental Ca	M1 PAM parental	M1 ag parental	M1 ag
> COCOCCn1cc(CN2CCS(=O)(=O)N(Cc3ccc(-c4ccc(F)cc4)cc3)C(CC(C)C)C2=O)nn1 (configuration not stated)
    39	/	11	2	/	/	-5	0.7	-4
> CS(=O)(=O)c1ccccc1-c1nc(-c2cc(C(F)(F)F)cc(C(F)(F)F)c2)no1
    -5	-10	6	-29	1.0	6	30	0.9	-3
> CCN(CC)S(=O)(=O)c1cccc(C(=O)c2c(C)cc3ccccn23)c1
    20	/	8	1	/	/	2	4.9	-6
> O=S(=O)(c1ccc2c(c1)OCCO2)N1CCN(S(=O)(=O)c2c(F)cc(F)cc2F)CC1
    7	-4	0	-17	2.7	-13	8	0.3	-5
> COc1ccc(Cl)cc1NC(=O)C1(c2cccs2)CCOCC1
    -13	0	-3	-5	-1.1	-26	8	-0.4	-6
> COC(=O)[C@@]1(C)[C@H]2C(=O)N(Cc3ccccc3)C(=O)[C@H]2[C@H]2CN=C(SCc3ccccc3)N21
    3	/	-1	-5	/	-22	8	0.5	-3
> O=C(CSc1ccccc1F)NCC(c1ccco1)N1CCCCC1 (configuration not stated)
    -6	/	0	-16	/	/	20	0.9	-8
> Oc1c(C(Nc2ccccn2)c2cccnc2)cc(Cl)c2cccnc12 (configuration not stated)
    -57	-2	1	-6	1.6	-3	11	0.2	-12
> COc1cc(CN2CCC(C(=O)N3CCN(c4ccccc4F)CC3)CC2)cc(OC)c1O
    -1	-4	19	33*	-0.5	-9	-5	-0.5	-5
> CC(C)C1C(=O)N(Cc2cn(CCC3OCCCO3)nn2)CCS(=O)(=O)N1Cc1ccc(-c2ccc(Cl)c(Cl)c2)cc1 (configuration not stated)
    15	/	5	-6	/	/	7	0.2	1
> CC1CC(C)(C)OC(c2ccc(C(C)C)cc2)O1 (configuration not stated)
    -11	/	0	-2	/	/	1	0.4	-1
> CN(C)S(=O)(=O)c1ccc(NC(=O)N2CCN(c3ccccc3)CC2)cc1
    2	-5	4	-15	0.7	-8	11	0.4	-1
> CCOC(=O)N1CCN(C(=O)CSc2nc3c([nH]c4ccccc43)c(=O)n2C)CC1
    -7	-1	-1	-9	0.3	-1	16	-0.2	-7
> COc1ccccc1NS(=O)(=O)c1cn(C)cn1
    -7	-8	0	-11	0.0	7	6	0.2	-2
> Cc1ccccc1-c1nc(CS(=O)(=O)CC(=O)NCCc2ccccc2)c(C)o1
    24	-12	72*	-5	3.7	-16	6	1.8	-1
> COc1ccc(CNC(=O)COc2cc3c(c4oc(=O)cc(C)c24)CCC(C)(C)O3)c(OC)c1
    73*	/	2	1	/	/	-7	2.2	-8
> COCCCN1C(=O)C(CC(=O)NCCCN(C)C)CC(C(=O)N2CCOCC2)=C1C (configuration not stated)
    -24	/	4	-15	/	/	12	0.4	-3
> Cc1cc([N+](=O)[O-])nn1CCCC(=O)NCc1ccc(F)cc1
    -19	-5	0	-6	-0.2	-3	-12	0.0	-1
> CN(CC(=O)Nc1ccccc1C(=O)NC1CC1)Cc1ccc(Cl)cc1
    15	-1	3	-12	-1.1	-15	-1	1.7	0
> CCN(CC(=O)Nc1ccccc1OC)C(=O)CCOc1ccc(C(C)(C)C)cc1
    10	-7	1	14	-1.7	-29	-27	0.0	-3
> COc1ccc(C(=O)Nc2cc(C)nn2-c2cccc(F)c2)cc1
    1	-1	0	-8	0.0	-7	2	2.4	-5
> CCOC(=O)Cn1c(=O)oc2cc(S(=O)(=O)NCc3ccccn3)ccc21
    -4	-4	2	-3	-0.1	5	14	0.9	-6
> O=C(CN1CCC(n2nnc3ccccc32)CC1)Nc1ccc2c(c1)CCC2
    -11	-16	1	12	-0.7	-16	-6	-0.4	-6
> Cc1ccc(C(C)C)c(OCC(=O)N/N=C/c2ccc(S(=O)(=O)O)o2)c1
    -4	4	10	1	0.5	-13	-9	0.4	-1
> O=C1N/C(=C\c2ccc(O)cc2)C(=O)c2ccccc21
    /	-1	/	-18	0.8	-8	16	2.6	2
> CCCc1nc2c(C)cc(Br)cn2c1Cc1ccccc1C(F)(F)F
    -13	/	1	1	/	/	-11	-0.6	-3
> O=C(NCC(c1cccs1)N1CCOCC1)c1ccc(Cl)nc1 (configuration not stated)
    -9	-4	9	-12	0.0	5	6	0.8	-2
> CCCOC(=O)c1ccc2c(c1)C(=O)N(c1ccccc1)C2=O
    53*	-2	68*	-11	1.5	-5	10	2.1	-2
> O=C1C(=O)N(Cc2ccccc2)C(=O)N1CCOc1ccccc1
    -2	/	5	7	/	/	2	1.3	-6
> COc1cc(NCc2ccccc2)c2ncn(C(C)C)c2c1
    -5	-3	21	-9	0.5	-19	-6	-0.4	0

Later entries
molecule,TAAR1 antagonist,OXTR potentiate,TAAR1 agonist,CHO-K1 Ca antag,V1aR counter,CHO parental Ca,M1 PAM parental,M1 ag parental,M1 ag
COc1ccc2oc(C(=O)NCCc3ccccc3)c(C)c2c1,-4,4,3,-4,-1.3,-13,7,-0.8,-4
CCN(CC)S(=O)(=O)c1ccc(/C=C/C(=O)OCC#N)cc1,4,2,7,-6,2.2,-4,28,0.6,-8
COc1ccc(NC(=O)c2nc(C)n(-c3ccc([N+](=O)[O-])cc3)n2)cc1,-5,-14,12,0,0.0,-11,21,1.0,-9
CC[C@]12C(=O)N(C)C[C@H]([C@@H]3C(=O)N(Cc4ccccc4)C(=O)[C@@H]31)N2C(=O)c1ccc(C(C)(C)C)cc1,-5,/,16,-9,/,/,9,-0.2,0
COC(=O)c1ccc(/C=N\n2c(C)nnc2C)cc1,-1,-14,2,12,-0.5,13,-2,-0.2,2
COCCNC(=O)/C(C#N)=C/c1ccc(OCc2ccccc2)cc1,-10,-12,2,6,3.2,3,-13,1.8,-5
CC(Oc1cc(F)ccc1[N+](=O)[O-])C(=O)N(C)CC(=O)Nc1ccccc1C(F)(F)F (configuration not stated),-3,-3,16,-2,1.5,-18,-4,4.1,1
CCCCN1C2CCCC1CC(NC(=O)c1cccc(Cl)c1)C2 (configuration not stated),-6,-3,1,-4,1.2,-12,9,0.1,-8
COC(=O)C1=C(C)N(CC2CC2)C(=NCCN2CCOCC2)N[C@H]1c1ccccc1,/,-2,/,-18,0.0,-2,15,0.4,-14
Cc1cc(CN2CCCC(N3CCc4ccccc4C3)C2)cc(C)c1O (configuration not stated),5,-1,3,-18,0.4,-23,-4,0.8,-10
Cc1cc(N=Cc2c(O)ccc3cc(Br)ccc23)no1,6,-5,5,-13,3.5,-7,15,2.3,-4
O=Cc1ccc(OC(=O)C2CC(=O)N(c3ccc(F)cc3)C2)cc1 (configuration not stated),-2,-1,12,-11,-0.1,-4,16,0.9,-4
CCOC(=O)NC(c1cccc(Cl)c1)C1CCCCCC1=O (configuration not stated),-5,-12,14,-14,-0.3,-23,11,0.1,-4
Cc1cc(=O)c2ccc(NC(=O)c3ccccc3)cc2[nH]1,-17,/,1,-2,/,/,27,0.9,-2
COc1ccc(NC(=O)CN(C)C(=O)c2ccccc2OC)cc1,-9,/,2,-4,/,/,5,-0.5,-4
Cc1ccoc1C(=O)N1CCCCC1C(=O)O (configuration not stated),-4,-16,7,0,1.6,-6,6,-0.2,-4
O=C(NCCCN1CCOCC1)C1CCC(=O)N1CCc1ccccc1 (configuration not stated),-2,-6,1,1,0.3,11,19,0.4,-4
CC(C)n1nnnc1C1c2ccccc2C(=O)N1Cc1ccco1 (configuration not stated),-13,/,1,-23,/,/,21,0.7,/
CCNC(=O)/C(C#N)=C/c1c(N2CCN(c3ccccc3)CC2)nc2ccccn2c1=O,29,/,5,1,/,/,7,2.8,-3
CC(=O)C1=C(O)C(=O)N(c2cccnc2)C1c1ccc(Cl)cc1 (configuration not stated),0,-20,1,-20,-0.6,3,26,0.0,-3
O=C(O)c1ccc(-n2nnnc2Oc2ccccc2C(=O)N2CCOCC2)cc1,-16,-1,4,-1,0.2,-4,13,-0.2,-2
O=C(Nc1cccc2c1C(=O)NC2=O)c1ccc(N2C(=O)CCC2=O)cc1,7,-2,7,-9,0.4,-1,15,0.3,-1
O=C(Nc1cccc2c1CCCC2)c1ccc(Br)o1,7,-10,11,-14,-1.2,-25,30,0.2,-5
COc1cc(/C=C/C(=O)O)cc(S(=O)(=O)NCc2ccc3c(c2)OCO3)c1OC,-5,-1,5,-12,0.1,1,29,0.7,-5
COc1cccc(NC(=O)CSc2nc3c(c(=O)n2C)SC(C)C3)c1 (configuration not stated),-24,0,1,16,0.7,-14,7,4.8,-13
COc1cc2c(cc1OC)C(c1c(-c3c(Cl)cccc3Cl)noc1C)=NCC2,-16,/,5,-3,/,/,9,-0.2,-4

Some of the entries above, reformatted:
> CCN(CC)S(=O)(=O)c1ccc(/C=C/C(=O)OCC#N)cc1
  TAAR1 antagonist: 4 | OXTR potentiate: 2 | TAAR1 agonist: 7 | CHO-K1 Ca antag: -6 | V1aR counter: 2.2 | CHO parental Ca: -4 | M1 PAM parental: 28 | M1 ag parental: 0.6 | M1 ag: -8

> COc1ccc(NC(=O)c2nc(C)n(-c3ccc([N+](=O)[O-])cc3)n2)cc1
  TAAR1 antagonist: -5 | OXTR potentiate: -14 | TAAR1 agonist: 12 | CHO-K1 Ca antag: 0 | V1aR counter: 0.0 | CHO parental Ca: -11 | M1 PAM parental: 21 | M1 ag parental: 1.0 | M1 ag: -9

> CC[C@]12C(=O)N(C)C[C@H]([C@@H]3C(=O)N(Cc4ccccc4)C(=O)[C@@H]31)N2C(=O)c1ccc(C(C)(C)C)cc1
  TAAR1 antagonist: -5 | OXTR potentiate: / | TAAR1 agonist: 16 | CHO-K1 Ca antag: -9 | V1aR counter: / | CHO parental Ca: / | M1 PAM parental: 9 | M1 ag parental: -0.2 | M1 ag: 0

> COC(=O)c1ccc(/C=N\n2c(C)nnc2C)cc1
  TAAR1 antagonist: -1 | OXTR potentiate: -14 | TAAR1 agonist: 2 | CHO-K1 Ca antag: 12 | V1aR counter: -0.5 | CHO parental Ca: 13 | M1 PAM parental: -2 | M1 ag parental: -0.2 | M1 ag: 2

Screens as filed in PubChem BioAssay.
